Giardia killer: kills Giardia lamblia; Giardia lamblia trophozoite viability; activity change, % at 7.66 µM, hits read low; 340,000 compounds, 0.15% hits; AID 540267; in the data active = activity change below about -80%; inconclusive = between about -30% and that limit;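 also: parasites exposed to compound for two days anaerobically before the ATP read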
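Viability, read as ATP luminescence: trophozoites at 100 cells/well, compound added, 48 hrs anaerobic at 37 deg C, then 15-30 min room-temperature development before reading.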
hERG WT inh: inhibitors of human wildtype KCNH2 potassium channel; 340,000 compounds, 0.37% hits; activity change, % at 1.84 µM; U2OS, BacMam KCNH2, thallium flux FluxOr; hits give low values;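 active = maximum activity change below -70%; inconclusive = maximum activity change between -70% and -50%; inactive = maximum activity change above -50%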
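U2OS cells were transduced with wild-type KCNH2 virus (2.03 x 10^8 / mL) for 4 h at room temperature, then cultured overnight at 37 C. Thallium flux was read with FluxOr dye. Rate constants were normalized to DMSO controls.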
GALK inhibitor: inhibitors of human galactokinase. Purified GALK, Kinase-Glo residual ATP luminescence. Potency, µM (doses to about 57.5 µM), without a hit: at the top dose activity change, negative = inhibition, most hits filed as inhibitors. 270,000 compounds, 0.007% hits. AID 1868; also: potency is read from the fitted curve at half-maximal effect
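Compounds were pin-transferred into ATP buffer (35 uM final), then GALK plus galactose (5 nM, 100 uM final) was added. After 1 h at room temperature, Kinase-Glo Plus was added and luminescence read after 10 min.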
uPA generation: cell surface uPA generation inhibition. cell surface uPA generation assay, qHTS. Potency, µM (doses to about 38.3 µM), for inactives: at the top dose activity change, negative = inhibition, usual class: inhibitors. 330,000 compounds, 0.31% hits. AID 540303; active = well fitted inhibition curve with a large enough effect; inconclusive = small, poorly fitted or top-dose-only effect; inactive = no such curve, though single readings can be large or run the other way; tested in mouse RAW 264.7 cells; also: potency is read from the fitted curve at half-maximal effect; nearly all actives have a fitted effect of over 55% in size
B2AR arrestin: beta2AR (human) beta-arrestin recruitment activity | P07550 | beta-arrestin recruitment to beta2AR, cell-based reporter | Potency, µM (titrated, usually from 46.1 µM), for inactives: top-dose activation, actives largely listed as activators | 330,000 compounds, 0.02% hits | AID 492947;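 also: potency is read from the fitted curve at half-maximal effect; 0% = DMSO controls and full agonism = EC100 isoproterenol or metaproterenol; nearly all actives have a fitted effect of over 65% in size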
Target sequence (P07550 whole entry, looked up): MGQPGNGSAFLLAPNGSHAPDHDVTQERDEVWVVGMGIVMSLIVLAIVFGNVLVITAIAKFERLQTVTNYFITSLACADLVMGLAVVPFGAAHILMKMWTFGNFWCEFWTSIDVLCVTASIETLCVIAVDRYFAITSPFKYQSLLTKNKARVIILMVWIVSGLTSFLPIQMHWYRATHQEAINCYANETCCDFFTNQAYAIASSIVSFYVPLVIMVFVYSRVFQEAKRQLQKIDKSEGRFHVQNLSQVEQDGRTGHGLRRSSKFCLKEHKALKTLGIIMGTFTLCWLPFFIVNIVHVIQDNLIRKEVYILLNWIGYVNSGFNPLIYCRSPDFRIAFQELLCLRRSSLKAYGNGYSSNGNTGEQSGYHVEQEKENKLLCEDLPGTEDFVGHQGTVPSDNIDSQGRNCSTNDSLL
KCNH2 3.1 inh: inhibitors of human KCNH2 3.1 potassium channel isoform; activity change, % (tested at about 1.8 µM); 340,000 compounds, 0.95% hits; U2OS KCNH2 3.1, thallium flux FluxOr; hits give low values;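 active = maximum activity change below -70%; inconclusive = maximum activity change from -70% to -50%; inactive = maximum activity change above -50%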;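 also: thallium influx rate constant from kinetic fluorescence after stimulation buffer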
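Channel expression came from 3.1 mutant virus (1.77 x 10^8 /mL) applied to suspended U2OS cells for 4 h. Flux was tracked with FluxOr dye plus Red40 quencher, and kinetic rate constants normalized to controls.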
Eya2 phos inh: blocks the phosphatase activity of human Eya2; recombinant Eya2, OMFP fluorescence dephosphorylation (OMFP is methylfluorescein phosphate); Potency, µM (titrated, usually from 76.9 µM), for inactives: top-dose activity, negative = inhibition, hits mostly inhibitors; 330,000 compounds, 0.006% hits; also: potency is read from the fitted curve at half-maximal effect
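Eya2 protein (added as 0.2 uM solution) was preincubated with compound for 10 min at ambient temperature in 50 mM HEPES pH 7.5, 50 mM NaCl, 5 uM MgCl2, 0.05% BSA, 1 mM DTT. OMFP (added at 50 uM) then reacted 10 min; fluorescence read at 485/525 nm.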
PKM2 act: activators of human pyruvate kinase M2; P14618; purified PKM2, Kinase-Glo ATP luminescence, activation; response scale: 0% is enzyme alone, no compound; Potency, µM (doses to about 57.5 µM), without a hit: at the top dose activation, most hits filed as activators; 260,000 compounds, 0.34% hits; AID 1631; also: potency is read from the fitted curve at half-maximal effect; nearly all actives have a fitted effect of over 55% in size
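hPK-M2, >95% pure; 0.1 mM ADP / 0.5 mM PEP final; imidazole pH7.2 buffer w/ 7 mM MgCl2, 50 mM KCl; 1 h RT; Kinase-Glo lum. Intermediate enzyme activity for dual inhibitor/activator qHTS.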
BCR signal inh: chronic active BCR signaling inhibition; ABC-DLBCL IkBa-CBG/CBR reporter, luminescence ratio, 4 h; Potency, µM (top dose mostly 46.1 µM), for inactives: at the highest dose ratio change, negative = lower green/red ratio, hits mostly inhibitors; 340,000 compounds, 0.05% hits; AID 493014; active = well fitted inhibition curve with a large enough effect in the signal ratio, with a control signal flat, not every such curve was filed as active; inconclusive = small, poorly fitted or top-dose-only effect, or effect the other way, or a change in a side signal; the % refers to the signal ratio;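 also: potency is read from the fitted curve at half-maximal effect; plate controls were basal doxycycline-induced cells for no effect and cells given 10 µM MG132 for full effect; MG132 reads +100%, hits lower the ratio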
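Doxycycline induced both beetle luciferases in TMD8 lymphoma cells; IKK-driven degradation limits the IkappaBalpha-fused green signal, while red luminescence normalises for cell number and nonspecific effects. Compounds tested up to 46 uM, 4 hrs.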
Coupling enz: coupling enzyme interference in Giardia aldolase counter-screen | activity change, negative = inhibition, % at 58.2 µM, hits read low | coupling enzyme system counterscreen, AmpLite Red fluorescence | 290,000 compounds, 0.67% hits; in the data active = activity change below about -30%
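Final compound at 57.5 uM, incubated 10 min at RT with coupling enzyme reagent (glyceraldehyde-3-phosphate), then 20 min with substrate and AmpLite Red detection. Fluorescence read at 525/598 nm; tests interference with the coupling assay, not aldolase inhibition.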
USP2a block: blocks human ubiquitin-specific protease USP2a | O75604 | 330,000 compounds, 0.01% hits | Potency, µM (doses to about 38.3 µM), for inactives: top-dose activity change, negative = inhibition, hits mostly inhibitors | USP2 core, Ub-CHOP2 coupled fluorogenic reporter, 485/531;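 also: potency is read from the fitted curve at half-maximal effect; plate controls were DMSO wells for no effect and full inhibition by NEM control for full effect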
Target sequence (O75604 whole entry, looked up): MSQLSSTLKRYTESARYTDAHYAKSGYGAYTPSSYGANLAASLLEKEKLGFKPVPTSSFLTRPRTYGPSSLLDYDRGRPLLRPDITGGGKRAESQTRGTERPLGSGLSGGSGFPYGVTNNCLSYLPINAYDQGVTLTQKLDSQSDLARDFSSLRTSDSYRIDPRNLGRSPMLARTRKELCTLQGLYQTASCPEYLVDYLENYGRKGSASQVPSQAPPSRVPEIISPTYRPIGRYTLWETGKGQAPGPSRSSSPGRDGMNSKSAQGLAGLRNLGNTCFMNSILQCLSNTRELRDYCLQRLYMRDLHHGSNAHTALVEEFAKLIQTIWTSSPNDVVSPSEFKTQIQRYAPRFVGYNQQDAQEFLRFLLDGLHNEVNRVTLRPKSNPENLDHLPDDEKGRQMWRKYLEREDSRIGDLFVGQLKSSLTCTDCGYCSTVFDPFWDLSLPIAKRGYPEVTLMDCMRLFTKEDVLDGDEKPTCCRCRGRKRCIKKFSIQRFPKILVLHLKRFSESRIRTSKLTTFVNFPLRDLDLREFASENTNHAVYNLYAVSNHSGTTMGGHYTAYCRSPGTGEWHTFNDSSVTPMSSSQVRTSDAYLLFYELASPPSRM
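Deubiquitinase activity read as fluorescence (485/531 nm) after Ub-CHOP2 cleavage activates the enterokinase reporter on its substrate; USP2 core 10nM, Ub-CHOP2 and substrate 25nM each, 30min compound preincubation then 60min RT; data normalized to NEM, curves fitted.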
The depositor's hits bear a star; ? = inconclusive; / = not tested or not shown; [ ] = dose if it differs, or a comment. Unless noted, calls follow the shape of the dose curve; as a rule, active = well fitted curve in the direction sought with a large enough effect; inconclusive = small, poorly fitted or top-dose-only effect, or another doubt; inactive = no such curve, though single readings can be large; an effect the other way counts as inactive or inconclusive. Unless noted, % is scaled to controls: 0 for no effect and ±100 for the full control effect.

SMILES	Giardia killer	hERG WT inh	GALK inhibitor	uPA generation	B2AR arrestin	KCNH2 3.1 inh	Eya2 phos inh	PKM2 act	BCR signal inh	Coupling enz	USP2a block
Cc1cc(C)c(OCC(=O)OCC(=O)NC2CCC(C)CC2)c(C)c1 (stereo unspecified)	4.3	12.5	/	2.0%	-0.3%	0.2	-10.1%	/	2.1%	/	1.5%
Cc1ccc(-c2nc(CS(=O)CC(=O)N3CCN(c4ccccc4)CC3)c(C)o2)cc1 (stereo unspecified)	14.2	-0.5	-2.7%	-2.8%	-0.5%	5.0	-4.1%	/	-14.8%	/	1.5%
O=C(NCCCN1CCOCC1)NC12CC3CC(CC(C3)C1)C2	8.9	-0.2	5.7%	1.8%	-0.3%	-16.9	-4.3%	-4.1%	0.2%	1.3	2.5%
Cc1nnc(SCC(=O)Nc2ncc3c(n2)CC(C)(C)CC3=O)s1	12.2	-0.4	1.0%	-7.2%	3.6%	-2.5	1.7%	-2.0%	18.2%	-0.4	5.5%
CC(C(=O)N1CCc2ccccc21)n1cnc2c1c(=O)n(C)c(=O)n2C (stereo unspecified)	-5.8	-7.1	/	-13.4%	-0.2%	10.9	11.3%	/	-14.1%	/	2.8%
CCN(CCn1cccn1)Cc1ccccc1OCC(O)CN1CCc2ccccc2C1 (stereo unspecified)	47.9[activator]	7.9	2.6%	-1.0%	-0.8%	-4.1	12.6%	-11.8%	-3.8%	0.1	-1.2%
Cc1[nH][nH]c(=O)c1C(c1ccc(Cl)cc1)c1c(C)[nH][nH]c1=O	-21.4	-1.2	5.8%	5.7%	-0.5%	-0.2	11.7%	-13.2%[11.5 µM]	0.7%	-9.4	-1.2%
COc1ccc(C(=O)O/N=C(\C)c2ccccc2)cc1	-7.2	9.0	23.8%	4.6%	-0.2%	-9.1	-8.9%	-54.5%	5.1%	-0.1	0.0%
N#C/C=C1\n2c(nc3ccccc32)OC12CCCCC2	-8.7	-8.5	2.1%	-6.8%	-0.6%	-10.0	-8.6%	3.8%	0.3%	6.2	3.2%
COc1cc(C2C(C(C)=O)=C(O)C(=O)N2Cc2ccccc2)ccc1O (stereo unspecified)	5.0	3.7	1.5%	2.2%	-0.5%	2.8	-12.3%	/	0.9%	8.5	1.9%
CC(C(=O)N1CCCC1)c1ccc([N+](=O)[O-])cc1 (stereo unspecified)	-21.2	0.6	1.6%	-1.3%	-0.5%	4.5	-5.6%	4.6%	?	-3.9	0.9%
COc1ccc(S(=O)(=O)Nc2ccccc2OC)cc1NC(=O)Cc1cccs1	11.4	19.7	-0.7%	-0.9%	-0.6%	-0.6	-2.2%	-3.4%	1.4%	0.5	-0.6%
CC(=O)Nc1ccc(NC(=O)COC(=O)c2ccccn2)cc1	-14.2	-3.1	4.2%	/	0.0%	-9.5	10.3%	-13.9%	-2.0%	1.0	3.2%
COc1cc(SC)ccc1C(=O)N1CCN(c2ccccc2)CC1	42.4[activator]	4.4	-0.2%	-10.8%	0.0%	-1.8	-3.0%	7.3%	-0.1%	2.9	0.8%
N=c1n(-c2ccccc2)c(O)cc(=O)n1-c1ccccc1	-5.1	-7.9	1.7%	0.2%	-0.5%	7.8	-3.3%	-4.2%	7.6%	-2.6	-0.3%
Cc1nc(N)nc(Cl)c1Cc1ccc(Cl)cc1	-10.7	3.0	7.4%	0.6%	-0.3%	-6.7	-2.6%	-7.6%	-5.8%	-0.6	0.2%
Nc1ccc2c3c(cccc13)C(=O)N(c1ccccc1)C2=O	22.2	-0.6	2.0%	/	-0.1%	-6.3	?	14.7%	-16.6%	2.3	?
Cc1ccc(CN(C)CC(=O)Nc2ccc3c(c2)CCC3)cc1	2.2	-5.0	2.7%	0.3%	-0.2%	6.1	0.2%	1.3%	-11.8%	-0.6	0.7%
CCCCC1(C(=O)OCC)CC(CSC(=N)N)OC1=O (stereo unspecified)	9.5	3.6	6.1%	-2.8%	0.3%	6.8	-0.4%	4.7%	-15.6%	0.5	2.9%
O=C1CC(c2ccccc2)n2nc(NC(=O)c3ccccn3)nc2N1 (stereo unspecified)	11.8	5.5	4.1%	-10.9%	-0.7%	-1.2	-5.0%	-0.4%	0.4%	1.5	-0.2%
Cc1cc2c(n1-c1ccc(Br)cc1)CC(C)(C)CC2=O	19.0	2.1	-1.2%	-2.9%	-1.1%	-7.4	-8.1%	10.3%	16.6%	-0.8	1.4%
N#CC1=C(Nc2ccccc2)SC=C(c2ccc(Cl)c(Cl)c2)N=C1N1CCOCC1	12.6	10.8	2.2%	4.0%	-0.3%	-35.4	-2.5%	5.6%	?	0.5	-4.3%
CCCCN(CCCC)S(=O)(=O)c1ccc(OC)c2ncccc12	1.7	-5.1	-0.5%	2.8%	-0.3%	-8.9	7.4%	4.3%	-10.3%	-2.7	1.5%
COc1ccc(NC(=O)Nc2ccc(F)cc2F)cc1	-1.8	6.4	-2.9%	-4.0%	0.2%	/	5.3%	-20.6%	?	-1.8	7.9%
COc1ccccc1Oc1ccc(N/C=C2/CCCC2=O)cc1	7.7	6.2	0.6%	2.1%	2.3%	-0.3	-1.9%	-1.6%	-0.2%	0.1	-4.0%
CCOc1ccc(-n2c(Cc3cc(=O)[nH]c(=O)[nH]3)nnc2SCC)cc1	-14.4	2.6	0.4%	2.8%	0.0%	20.8	1.4%	0.2%	2.3%	-2.6	1.1%
OCCN1CNC(=S)NC1	19.8	-0.4	4.6%	2.1%	-0.5%	10.4	11.1%	-1.9%	5.6%	2.1	0.8%
O=C(CSc1nc2ccccc2c(=O)[nH]1)Nc1ccc(Br)cc1	-7.4	0.5	-8.8%	0.1%	-0.1%	3.3	7.4%	1.5%	-2.9%	/	0.6%
CC1=CC=CN2C1=NC(=O)CC2(C)C(=O)N(CC(=O)NC1CCCC1)Cc1ccccc1 (stereo unspecified)	1.0	-8.2	0.1%	-7.6%	4.0%	3.1	3.8%	-2.5%	2.1%	1.1	1.0%
Cc1ccc(S(=O)(=O)N2CCN(C(=O)CSC(=S)N3CCCC3)CC2)c(C)c1	5.4	1.5	/	13.0%	-0.2%	-8.0	-7.9%	/	?	/	2.5%
COc1ccc(Cc2nnc(Nc3ccc(C)cc3C)[nH]c2=O)cc1	-3.8	3.8	-0.9%	1.6%	5.5%	6.6	-4.4%	-0.1%	-8.2%	2.3	0.0%
O=C(N/N=C1\CCSc2ccc(F)cc21)c1cccnc1	-16.4	-6.5	1.8%	8.1%	-0.2%	?	7.2%	-6.2%	10.5%	0.8	1.8%
CC(C)C(=O)NC(NC(=S)Nc1cccc2cccnc12)C(Cl)(Cl)Cl (stereo unspecified)	9.6	-22.1	-0.1%	6.7%	0.0%	0.1	4.3%	-0.3%	13.6%	/	-0.1%
CN1CCN(C(=O)c2ccc(CN3CCOCC3)cc2)CC1	23.9	0.5	-1.9%	-2.0%	0.8%	-1.9	5.2%	-20.1%	-0.8%	0.4	-7.8%
O=C(NCc1cc(C(F)(F)F)cc(C(F)(F)F)c1)C1CC(c2c(Cl)cccc2Cl)=NO1 (stereo unspecified)	-9.6	3.6	2.7%	-7.3%	-0.4%	-26.2	-8.9%	-1.8%	4.9%	-0.2	2.4%
Nc1ncc(Br)cc1S(=O)(=O)NCCC(=O)N1CCN(c2ccccc2)CC1	-13.6	-7.3	-1.1%	1.0%	-0.9%	0.2	1.7%	/	-9.5%	/	1.8%
O=C(CCN1CCCCC1=O)NC1CCCc2c1cnn2-c1ccccc1F (stereo unspecified)	9.0	2.1	-0.4%	2.9%	0.2%	-6.4	1.9%	-8.8%	-0.6%	1.6	1.4%
O=C(Nc1ccccn1)NC12CC3CC(CC(C3)C1)C2	-6.9	-3.0	-0.8%	-6.3%	0.5%	8.3	14.6%	-4.0%	1.3%	0.0	-0.5%
CCOC(=O)c1c(C)nc2c(c1-c1cc(OC)c(OC)c(OC)c1)C(=O)c1ccccc1-2	8.5	6.2	-2.0%	-1.9%	0.5%	0.0	-29.3%	-1.0%	-0.3%	1.9	-1.7%
Cn1c(=O)c2c(SCc3cccc(C(F)(F)F)c3)nc(-c3ccco3)nc2n(C)c1=O	-1.8	6.1	-0.4%	15.8%	-0.4%	11.8	14.1%	3.8%	-1.5%	1.4	-0.5%
CCCCCCN1C(=O)CC(NC(=O)OCC2c3ccccc3-c3ccccc32)C/C=C\C1C(C)C (stereo unspecified)	3.4	-24.5	/	?	-0.9%	5.9	-4.8%	/	?	/	-0.9%
C#CCOc1ccccc1CNC1CCN(Cc2ccccc2)CC1	12.0	27.0	-1.6%	-10.9%	0.1%	0.8	15.5%	/	-0.9%	-0.9	2.2%

Source: PubChem BioAssay
